LYP phosphatase: PTPN22 lymphoid phosphatase activity blockers – biochemical, fluorescence intensity, uHTS (AID 1779). actives 0.054% (n = 290,000). recombinant LYP phosphatase, fluorescence intensity; higher % means a stronger effect. one-dose inhibition, % at 11.5 µM; IC50 in µM for titrated hits; in the data active = inhibition above about 50%;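 note: plate controls were vehicle with enzyme for no effect and no enzyme for full effect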
PhoP inhibition: PhoP-dependent GFP reporter repression – Salmonella Typhimurium, primary screen (AID 1863); S. Typhimurium PhoP-regulated promoter GFP reporter, 4 h; higher % means a stronger effect; inhibition, % at 50 µM, or IC50 in µM where a hit was titrated; actives 0.16% (n = 300,000);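 active = inhibition over 29.93%, a cutoff 3 SD above the screen mean, later confirmed by dose response; inconclusive = inhibition over 29.93% but no dose response follow-up; inactive = inhibition at most 29.93% or unconfirmed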;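 note: 0% = low Mg2+ inducing control and 100% = high Mg2+ repressing control; strong numbers were not always called active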
GPR35 antagonists: GPR35 antagonists blocking zaprinast-driven arrestin recruitment, primary screen, imaging, U2OS, beta-arrestin-GFP, zaprinast agonist (AID 2058); U2OS GPR35 beta-arrestin-GFP translocation imaging, zaprinast antagonism; higher % means a stronger effect; inhibition, % at 10 µM; hits with a dose series show IC50 in µM; actives 0.052% (n = 290,000);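 active = inhibition of at least 50% with at least 30 cells and total cytoplasm GFP at most 10,000,000; inconclusive = under 30 cells or total GFP of 10,000,000 plus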
SIAH1 antagonists: Siah-1 peptide-binding antagonists, primary screen, biochemical, fluorescence polarization, rhodamine-plectin, uHTS (AID 1817); Siah-1 / rhodamine-plectin peptide fluorescence polarization; higher % means a stronger effect; displacement, % at 20 µM, or IC50 in µM where a hit was titrated; actives 0.02% (n = 290,000);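 active = displacement of at least 50% at 20 µM, with a fluorescence ratio check between 0.3 and a set limit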;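 note: plate controls were Siah plus tracer with DMSO for no effect and tracer alone without Siah for full effect; strong numbers were not always called active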
NTR1 agonist: agonists of NTR1, primary screen, imaging, U2OS cells, beta-arrestin-GFP, high content (AID 493036) | P30989 | NTR1-U2OS beta-arrestin-GFP spot imaging, agonist mode | activation, % at 20 µM | actives 0.17% (n = 330,000);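 active = activation at or above 40% of the spot to cytoplasm intensity ratio, with at least 20 cells analyzed; inconclusive = wells under 20 cells, flagged as cytotoxic or low count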;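 note: 0% = DMSO without peptide and 100% = 100 nM NTR1 peptide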
Target sequence (P30989 whole entry, looked up): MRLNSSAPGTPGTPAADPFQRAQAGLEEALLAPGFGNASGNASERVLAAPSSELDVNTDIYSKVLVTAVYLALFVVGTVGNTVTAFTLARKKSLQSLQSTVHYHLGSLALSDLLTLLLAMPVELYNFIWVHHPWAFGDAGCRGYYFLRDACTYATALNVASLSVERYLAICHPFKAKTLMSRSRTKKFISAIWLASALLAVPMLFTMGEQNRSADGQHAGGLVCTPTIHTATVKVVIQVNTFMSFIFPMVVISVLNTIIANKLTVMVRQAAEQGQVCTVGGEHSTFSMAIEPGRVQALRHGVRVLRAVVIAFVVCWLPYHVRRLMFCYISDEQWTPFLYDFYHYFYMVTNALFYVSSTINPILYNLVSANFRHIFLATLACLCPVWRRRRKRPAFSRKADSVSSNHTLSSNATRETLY
Myeloid diff MLP: myeloid differentiation induction. ER-HoxA9 myeloid progenitors, lysozyme-GFP differentiation, flow cytometry. calls only at 10 µM. actives 1% (n = 360,000);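 active = normalized GFP-positive differentiation at or above the plate's own cutoff, the solvent-only control mean plus 3 SD; inconclusive = no clear call, values can overlap the other calls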;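 note: cells exposed to compound for four days before flow analysis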
GPR55 antagonists: GPR55 antagonists blocking LPI-driven arrestin recruitment, primary screen, imaging, U2OS, beta-arrestin-GFP, LPI agonist (AID 2013). U2OS GPR55 beta-arrestin-GFP translocation imaging, LPI antagonism; higher % means a stronger effect. one-dose inhibition, % at 10 µM; IC50 in µM for titrated hits. actives 0.13% (n = 290,000);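 active = spots per cell inhibited over 60%, with over 100 cells counted and total cytoplasm intensity under 500,000; inconclusive = wells with under 100 cells, flagged as likely toxic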;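 note: U2OS cells stably carrying GPR55 and arrestin-GFP stimulated by 5 µM LPI near EC80; imaged beta-arrestin-GFP aggregate spots per cell after agonist stimulation; plate controls were LPI-stimulated DMSO wells for no effect and DMSO wells without LPI for full effect; some results filed as inactive read as strong as hits; confirmed hits need IC50 under 10 µM and bright autofluorescent wells are also inconclusive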
MgcRacGAP inhibition: MgcRacGAP GTPase-activating activity inhibitors, confirmation, biochemical, ADP Hunter fluorescence. inhibition, % at 30 µM, or IC50 in µM where a hit was titrated. actives 0.6% (n = 340,000). MgcRacGAP-stimulated Rac1 GTP hydrolysis, ADP Hunter fluorescence; higher % means a stronger effect; GST-tagged Rac1 F28L mutant substrate. AID 624330;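 active = first-screen hits whose inhibition reached a set limit at any dose in the follow-up dose series; inconclusive = inhibition above the set first-screen limit but never retested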;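 note: fluorescence reports GDP produced by GAP-driven GTP hydrolysis; strong numbers were not always called active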
HIV fusion peptide: inhibitors of HIV fusion peptide binding, primary screen, biochemical, uHTS, fluorescence dequenching (AID 1986); actives 0.3% (n = 290,000); inhibition, % at 20 µM, or IC50 in µM where a hit was titrated; cell-free peptide binding, fluorescence dequenching, 30 min; higher % means a stronger effect; in the data active = inhibition mostly above about 52%, no sharp cut-off; inactive = mostly below about 76%; note: some results filed as inactive read as strong as hits
NTR1 agonist cell count 20 µM: recorded beside NTR1 agonist, whose call it bears; cell count; measured here: cell count, cytotoxicity flag
Myeloid diff MLP GFP+ MAC1+ %: also measured in Myeloid diff MLP; calls as there; GFP+ MAC1+ double positive, %; measured here: differentiation confirmed by MAC1 staining
Numbers without * were called inactive; i = inactive; ? = inconclusive; · = not tested or not shown.

Each structure is followed by: GPR55 antagonists	SIAH1 antagonists	MgcRacGAP inhibition	HIV fusion peptide	Myeloid diff MLP	Myeloid diff MLP GFP+ MAC1+ %	NTR1 agonist	PhoP inhibition	GPR35 antagonists	NTR1 agonist cell count 20 µM	LYP phosphatase
O=C(CNC(=O)c1nc[nH]c1C(=O)NCc1ccccc1)OCc1ccccc1
 : -10%	-4%	9%	0.3%	i	0.6	15	0%	0%	57	-14%
CCOC(=O)Cn1nc(C)c(NC(=O)COc2ccccc2[N+](=O)[O-])c1C
 : 8%	3%	-3%	1.5%	i	0.4	0.5	5%	13%	54	1%
CN(Cc1nccn1C)C(=O)CC1C(=O)NCCN1Cc1ccc(F)cc1Cl (configuration not stated)
 : 6%	-4%	7%	-0.5%	i	0.8	-0.9	0%	-8%	63	-11%
Cc1cccc(-c2oc(C)c(C)[n+]2[O-])c1
 : 8%	2%	6%	0.7%	i	7.6	0.6	-3%	-1%	40	-8%
COc1ccc(/C(O)=C2/C(=O)C(=O)N(CCN3CCOCC3)C2c2ccc(C)cc2)cc1 (configuration not stated)
 : 0%	1%	-2%	-0.3%	i	12	0.2	1%	3%	54	-11%
Nc1nc2c(s1)CCCCCCCCCC2
 : 4%	5%	·	-2.4%	i	0.6	2.8	-21%	18%	54	-7%
O=C(Nc1ccccc1)C1C2/C=C\CCCCC21 (configuration not stated)
 : 3%	2%	1%	-1.6%	i	0.6	2.6	-7%	-20%	93	-1%
CCCSc1cc(N2CCCC2)nc(-c2ccccc2)n1
 : 6%	6%	-1%	-1.2%	i	1.0	2.3	-5%	23%	34	-8%
O=C(NNC(=O)C12CC3CC(CC(Cl)(C3)C1)C2)c1ccncc1
 : ·	·	4%	·	i	0.8	0.8	-5%	·	53	·
CC(=O)N(/N=C1\Sc2ccccc2C1=O)c1cccc(C)c1
 : 10%	-3%	2%	-4.4%	i	2.1	-0.9	8%	23%	47	0%
Cc1nc2sc(C(c3ccccc3)N3CCN(c4ccccc4F)CC3)c(O)n2n1 (configuration not stated)
 : 3%	-3%	6%	-3.2%	i	1.1	1.0	-5%	6%	56	2%
O=C1CCCc2c1nc(-c1ccc(F)cc1)n2O
 : 4%	1%	-1%	0.9%	i	0.6	1.7	-7%	-4%	48	-7%
COc1ccc(-c2c(C(F)(F)F)oc3cc(OCC(=O)Nc4ccccc4C(F)(F)F)ccc3c2=O)cc1OC
 : 5%	6%	16%	-1.4%	i	0.7	·	-14%	3%	·	-2%
O=c1c(Cl)c(NCC2CCCO2)cnn1C12CC3CC(CC(C3)C1)C2 (configuration not stated)
 : 14%	0%	2%	0.4%	i	0.4	3.3	-3%	-2%	58	1%
CCOc1ccc(/C(O)=C2\C(=O)C(=O)N(CCOCCO)C2c2ccccc2OC)cc1 (configuration not stated)
 : -5%	-1%	3%	-0.8%	i	6.9	1.9	-3%	18%	70	1%
Cc1ccc(S(=O)(=O)N(C)c2c(C)ccc(S(N)(=O)=O)c2C)cc1
 : 0%	3%	0%	0.2%	i	0.4	1.9	9%	0%	53	-6%
COc1ccc(-c2noc(C(C)NS(=O)(=O)c3ccc(NC(C)=O)cc3)n2)cc1 (configuration not stated)
 : 0%	2%	8%	0.5%	i	0.6	0.7	12%	20%	52	-8%
Nc1nonc1-c1nc2ccccc2n1Cc1ccc(F)cc1
 : 8%	-5%	6%	25%	i	0.8	5.3	16%	26%	80	-6%
C=CCOC(=O)c1ccc(N2CCN(c3ccccc3)CC2)nc1
 : -2%	10%	6%	-1.1%	i	0.8	3.8	-1%	13%	86	-5%
CCOc1cc(NC(=O)C2CC2)c(OCC)cc1NC(=O)c1cc(OC)c(OC)c(OC)c1
 : 0%	0%	4%	-1.6%	?	·	-0.9	-1%	4%	58	-13%
O=C(NC(Cc1ccccc1)C(=O)O)C1CCCCC1 (configuration not stated)
 : -7%	19%	-2%	-1.2%	i	1.9	-1.5	-7%	6%	67	-3%
Cc1nn(Cc2ccc(Cl)cc2)c(C)c1NC(=O)c1noc2c1CCc1ccccc1-2
 : 11%	-3%	5%	-0.3%	i	1.5	7.1	0%	-5%	99	2%
Cc1cc(C(=O)CN(Cc2ccc(F)cc2)S(=O)(=O)c2ccc3c(c2)OCCO3)c(C)n1C
 : 9%	2%	-2%	-3.0%	i	1.1	4.6	27%	15%	79	3%
Cc1cc(NC(=O)CSc2nc3ccccc3n2CC(C)C)no1
 : -3%	-1%	0%	2.4%	i	0.1	4.9	-14%	8%	28	-3%
O=c1cc(C(F)(F)F)[nH]c(=O)n1C1CCCCC1
 : 3%	-3%	6%	-0.4%	i	1.1	-0.5	-13%	22%	80	-7%
CN(C)CCCN(Cc1ccccc1)C(=S)NCc1ccccc1
 : -2%	-1%	3%	-0.4%	i	0.3	2.8	-3%	2%	37	-4%
Cc1oc(-c2ccc(Cl)cc2)nc1CN1CCCC(C(=O)NCCCN2CCCC2=O)C1 (configuration not stated)
 : 3%	-3%	8%	-0.1%	i	4.2	0.1	0%	0%	46	-5%
CCCCC(=O)Nc1nnc(C)s1
 : 11%	5%	7%	-3.1%	i	1.2	-0.2	13%	10%	40	-8%
O=C(CSc1nnc2ccccn12)Nc1ncc(Cl)cc1Cl
 : 0%	-3%	7%	1.2%	i	6.5	1.5	-8%	4%	61	-1%
CC(C(=O)O)c1ccc(CC2CCCC2=O)cc1 (configuration not stated)
 : ·	·	6%	·	i	1.7	-0.4	-4%	·	48	·
CCOC(=O)c1c(/N=C/C2=C(O)CC(C)(C)CC2=O)sc(C(C)=O)c1C
 : 0%	3%	3%	-0.2%	i	0.3	-0.3	-11%	-7%	52	-2%
COc1ccc2nc3c(nc2c1)CCCC3
 : -12%	2%	11%	-2.8%	i	0.5	-1.5	-7%	-6%	82	-9%
O=C(O)c1ccc(-n2nnnc2SCc2ccccc2F)cc1
 : -5%	0%	1%	-0.7%	i	1.2	-2.9	6%	4%	63	-4%
Cc1nn2c(NCCCN(C)C)c3c(nc2c1-c1ccccc1)CCC3
 : 18%	4%	13%	-0.6%	i	5.8	3.8	4%	13%	58	-6%
Cc1oc2c(CN3CCOCC3)c(O)ccc2c(=O)c1-c1ccc(Br)cc1
 : 1%	2%	12%	-1.2%	i	0.4	1.0	-6%	-16%	36	-4%
CNC(=O)CSc1cn(CC(=O)N(C(C)C)C(C)C)c2ccccc12
 : -10%	-4%	5%	-1.2%	i	0.1	-0.3	-2%	13%	70	-6%
Cc1ccc2[nH]c(=O)c3cc(C(=O)N(C)C4CCCCC4)sc3c2c1
 : 1%	-5%	-6%	3.6%	?	·	10	-3%	1%	53	-3%
O=c1nc2c(-c3ccccc3F)n[nH]n2c2ccccc12
 : 20%	1%	6%	1.9%	i	0.9	0.3	10%	5%	99	-6%
COc1ccc(CN(C(=O)c2ccc(C)cc2)C2CCS(=O)(=O)C2)cc1 (configuration not stated)
 : 14%	2%	16%	-0.8%	i	10	1.0	-6%	-3%	61	-12%
Oc1ccc(-c2csc(Nc3ncccn3)n2)cc1O
 : 8%	-10%	?	9.3%	i	0.0	·	6%	3%	·	2%

Reprinted at random: 2 compounds from above
Each structure is followed by: GPR55 antagonists	SIAH1 antagonists	MgcRacGAP inhibition	HIV fusion peptide	Myeloid diff MLP	Myeloid diff MLP GFP+ MAC1+ %	NTR1 agonist	PhoP inhibition	GPR35 antagonists	NTR1 agonist cell count 20 µM	LYP phosphatase
Oc1ccc(-c2csc(Nc3ncccn3)n2)cc1O
 : 8%	-10%	?	9.3%	i	0.0	·	6%	3%	·	2%
Cc1cc(NC(=O)CSc2nc3ccccc3n2CC(C)C)no1
 : -3%	-1%	0%	2.4%	i	0.1	4.9	-14%	8%	28	-3%

Next part.
Each structure is followed by: GPR55 antagonists	SIAH1 antagonists	MgcRacGAP inhibition	HIV fusion peptide	Myeloid diff MLP	Myeloid diff MLP GFP+ MAC1+ %	NTR1 agonist	PhoP inhibition	GPR35 antagonists	NTR1 agonist cell count 20 µM	LYP phosphatase
Clc1ccc(SCc2cn3cccnc3n2)cc1
 : -2%	-2%	5%	0.6%	i	5.4	-0.7	-4%	8%	46	-1%
O=C(CN1C(=O)NC2(CCc3ccccc32)C1=O)c1ccc(Cl)cc1 (configuration not stated)
 : ·	·	2%	·	i	0.6	0.7	-6%	·	61	·
O=C(OCC(=O)N1CCCC1)c1ccccc1OCc1ccccc1
 : 18%	6%	11%	-0.2%	i	1.3	-0.9	2%	-8%	41	0%
Cc1c(N(C)C(=O)C2CCCN2S(=O)(=O)c2ccccc2)c(=O)n(-c2ccccc2)n1C (configuration not stated)
 : 9%	-6%	-1%	-0.4%	i	0.8	-0.3	1%	3%	55	-3%
CC(C)C(NC(=O)c1ccc(C(C)(C)C)cc1)C(=O)NC1=NCCS1 (configuration not stated)
 : 4%	3%	6%	1.2%	i	0.0	-1.3	4%	-4%	78	-5%
COc1ccc(CCn2c(=N)c(C(=O)NC3CCCCC3)cc3c(=O)n4ccccc4nc32)cc1
 : -4%	-4%	9%	-1.6%	i	6.4	11	-18%	-20%	58	-6%
CN(CC(O)COCc1cccs1)C1CCCCC1 (configuration not stated)
 : -3%	3%	6%	-2.2%	i	0.5	0.1	5%	4%	49	6%
O=C(C(Cc1ccccc1)n1cccc1)N1CCN(c2ccccc2)CC1 (configuration not stated)
 : -5%	-2%	12%	-0.2%	i	5.4	0.9	8%	10%	65	-5%

Single entries from the list:
Value for Clc1ccc(SCc2cn3cccnc3n2)cc1 in SIAH1 antagonists: -2%
Value for O=C(CN1C(=O)NC2(CCc3ccccc32)C1=O)c1ccc(Cl)cc1 (configuration not stated) in NTR1 agonist: 0.7

Screens deposited in PubChem BioAssay by several laboratories.
